# DENV2 CPE rescue = inhibitors of DENV2 cytopathic effect; DENV2-infected cells, cytopathic effect rescue, plate reader; CPE inhibition, % at 9.99 µM; 1.7% of 350,000 active; AID 651640; in the data active means CPE inhibition above about 20%, passing the limit was not always enough; inconclusive means no clear call, values can overlap the other calls; tested in BHK-21 cells;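 further: 0% = median of neutral control wells and 100% = median of positive control wells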
# CFTR F508del cor = CFTR F508del correction in bronchial cells; CFBE cells, YFP halide quenching; stimulated with forskolin plus potentiator P3; % fluorescence drop versus neutral controls; activity (quench increase), % at 7.58 µM; 0.36% of 350,000 active; AID 720511;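 active means mean added fluorescence quench of at least 8% versus neutral control, with both replicates also reaching 8%; inconclusive means only one of the mean or replicate conditions met; inactive means mean below 8% and not both replicates reaching 8%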;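 further: cells transiently co-express mutant CFTR-F508del with the halide-sensitive YFP; corrector assay measuring rescue of mutant channel to the surface after 24 h compound exposure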
# Casp6 inh = inhibitors of human caspase-6. purified caspase-6, Z-VEID-R110 cleavage fluorescence. 0.53% of 350,000 active. inhibition, % at 12.5 µM. P55212;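 active means mean inhibition across replicates at least about 35%, with every replicate also reaching that limit, limit read from the data; inconclusive means only one of the two criteria met; inactive means neither criterion met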;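 further: 0% = median of neutral control wells and 100% = no fluorescence left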
# Target sequence (P55212 24-179 limits assumed): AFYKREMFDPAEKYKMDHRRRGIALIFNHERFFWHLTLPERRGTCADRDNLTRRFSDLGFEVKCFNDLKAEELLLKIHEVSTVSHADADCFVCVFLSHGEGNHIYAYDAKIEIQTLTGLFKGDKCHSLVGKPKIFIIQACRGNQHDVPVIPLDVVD
# Target sequence (P55212 194-293 limits assumed): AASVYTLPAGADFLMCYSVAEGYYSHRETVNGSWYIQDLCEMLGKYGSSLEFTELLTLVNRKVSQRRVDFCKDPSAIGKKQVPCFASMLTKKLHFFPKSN
# RAD54 inh = inhibitors of human RAD54 branch migration | Q92698 | RAD54 Holliday junction branch migration, FAM/BHQ fluorescence | inhibition, % at 10.4 µM | 0.14% of 360,000 active | AID 602329;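 active means mean normalized replicate activity at least 40 and at least half of replicates scoring 40 or more; inconclusive means only one of the two criteria met; inactive means mean below 40 and under half of replicates reaching 40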;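 further: 0% = median of neutral control wells and 100% = median of positive control wells; inhibitors cause a drop in the FAM fluorescence signal; in these data hits start at about 50%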
# Target sequence (Q92698 whole entry, looked up): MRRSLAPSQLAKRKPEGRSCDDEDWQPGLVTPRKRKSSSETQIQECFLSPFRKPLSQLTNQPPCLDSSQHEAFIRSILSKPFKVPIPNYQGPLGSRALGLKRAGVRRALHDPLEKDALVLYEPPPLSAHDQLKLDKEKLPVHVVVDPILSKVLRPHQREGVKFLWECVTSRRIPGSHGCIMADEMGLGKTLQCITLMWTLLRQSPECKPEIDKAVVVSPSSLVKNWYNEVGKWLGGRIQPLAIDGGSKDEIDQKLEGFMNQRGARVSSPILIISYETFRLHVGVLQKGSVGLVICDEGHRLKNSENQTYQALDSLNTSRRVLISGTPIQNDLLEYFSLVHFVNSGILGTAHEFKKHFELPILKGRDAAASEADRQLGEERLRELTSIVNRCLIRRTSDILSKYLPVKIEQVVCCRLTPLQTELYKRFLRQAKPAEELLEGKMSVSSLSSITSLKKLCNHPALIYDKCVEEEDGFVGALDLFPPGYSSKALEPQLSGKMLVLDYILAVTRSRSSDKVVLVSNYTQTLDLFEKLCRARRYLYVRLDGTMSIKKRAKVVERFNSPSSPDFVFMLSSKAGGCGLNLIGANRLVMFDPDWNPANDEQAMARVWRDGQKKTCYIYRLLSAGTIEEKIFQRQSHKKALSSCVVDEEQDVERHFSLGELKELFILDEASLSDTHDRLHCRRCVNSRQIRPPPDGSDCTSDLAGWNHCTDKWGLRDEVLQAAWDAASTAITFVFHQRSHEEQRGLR
# RAD52 inh = blocks human RAD52 DNA annealing. 0.46% of 360,000 active. AID 651710. recombinant RAD52 DNA annealing, FRET fluorescence. inhibition, % at 18.7 µM;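 active means every replicate showing at least 50% inhibition; inconclusive means mean inhibition at least 50% but not in every replicate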
# XiGFP reactiv = reactivates the inactive X chromosome in mouse fibroblasts; XiGFP mouse fibroblasts, % GFP-positive cells imaging, 3 d; cells co-treated with 5-aza-dC sensitizer; scaled so ellipticine positive control = 100%; activation, % at 7.58 µM; 0.055% of 360,000 active;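 active means mean normalized replicate activation at least 10% and every replicate at or above 10%; inconclusive means only one of the two criteria met; inactive means mean below 10% and not all replicates reach 10%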;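 further: 0% = median of on-plate neutral control wells and 100% = ellipticine 6 µM median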
#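 Material: XiGFP fibroblasts, SV40-immortalized; Buffer or medium: DMEM containing 5-aza-dC; Compound dosing: single point; Times: 3 days compound exposure.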
# E-sel inducer = induces E-selectin expression in human endothelial cells; P16581; HUVEC E-selectin immunofluorescence imaging; normalized: neutral wells 0, TNF-alpha wells 100; activation, % at 7.58 µM; 0.37% of 260,000 active;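 active means mean E-selectin-positive cell signal at least 10% of the positive control, reached in at least 60% of replicates, without over 20% cell loss; inconclusive means no rule given, readout overlaps actives, possibly toxicity-flagged; inactive means the rest, including those meeting only one limit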;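 further: in these data hits start at about 27%; measured in HUVEC primary endothelial cells; signal is the percent of cells scored E-selectin positive by PE staining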
#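 Material: HUVEC primary endothelial cells; Amount: 3,000 cells per well; Dosing: single concentration; Medium: EGM-2 growth medium on 0.1% gelatin-coated wells; Read-out basis: percent E-selectin-positive cells; Signal: immunofluorescence imaging; Control set: TNF-alpha, DMSO.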
# GSIS activator = primary screen for activators of insulin secretion dependent on glucose, INS-1E cells, GLuc reporter luminescence | INS-1E GLuc reporter insulin secretion, 2-3 h | activation, % at 16.6 µM | 0.61% of 370,000 active;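 active means lowest replicate activation of at least 40%, so every replicate reaches that level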;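 further: 0% = median of neutral control wells and 100% = median of IBMX positive control wells; some compounds called inactive have numbers as strong as hits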
# * hit, by the source's call; ? = inconclusive; nt = no result given; & = joins results of further samples.
SMILES,DENV2 CPE rescue,CFTR F508del cor,Casp6 inh,RAD54 inh,RAD52 inh,XiGFP reactiv,E-sel inducer,GSIS activator
COc1cc(CCN2C(=O)c3cccc4cccc(c34)C2=O)c(S(=O)(=O)N2CCCCCC2)cc1OC,-2,-1.3,-2,nt,-15,0.0,nt,3
C[C@H]1CCCCO[C@H](CN(C)C(=O)CCCN(C)C)[C@@H](C)CN([C@@H](C)CO)C(=O)c2cc(NC(=O)CCC(F)(F)F)ccc2O1,-4,5.0,4,2,3,-1.1,1.3,28
CC(Sc1cccc[n+]1[O-])C(=O)Nc1cccc([N+](=O)[O-])c1 (centres undefined),-3,-1.9,9,nt,-34,-0.1,nt,7
CCOc1ncccc1C(=O)OCC(=O)Nc1cc(S(=O)(=O)N2CCOCC2)ccc1Cl,-1,-4.4,1,nt,-19,0.0,nt,9
O=C(Cn1cnc2c(NCc3ccccc3)ncnc21)NCc1ccccc1,1,2.0,-4,-2,-4,0.1,3.6,-4
CCN1[C@H](C(=O)N[C@H](C)c2ccccc2)[C@@H](CO)[C@@H]2Cn3c(ccc(-c4cccc(F)c4)c3=O)[C@@H]21,0,1.1,-1,4,-10,0.6,-0.4,-6
CCN(C(=O)CSc1nnc(NCc2ccccc2)s1)C1CCS(=O)(=O)C1 (centres undefined),-1,-2.5,-1,5,0,0.0,nt,1
C[C@H]1CN([C@@H](C)CO)C(=O)c2ccccc2-c2ccccc2CO[C@H]1CN(C)Cc1ccc(C(=O)O)cc1,0,-3.8,-2,-2,11,-0.9,-0.5,14
Cc1ccc(S(=O)(=O)NCC(=O)N(CC(=O)NCc2ccc(F)cc2)CC2CCCO2)cc1 (centres undefined),-8,0.5,9,10,-1,0.0,nt,-2
Cc1ccc(S(=O)(=O)Nc2ccc3c(c2)C(=O)N([C@@H](C)CO)C[C@@H](C)[C@H](CN(C)C(=O)NC(C)C)OCCCC[C@H](C)O3)cc1,-5,-0.8,1,-10,2,0.4,0.0,-5
O=C(OCC(=O)N1CCCc2ccccc21)c1cccc(S(=O)(=O)N2CCc3ccccc32)c1,-6,nt,2,nt,-11,0.6,-0.2,1
C[C@H]1CN([C@@H](C)CO)C(=O)c2cc(NC(=O)C3CC3)ccc2O[C@@H]1CN(C)S(=O)(=O)c1ccccc1,3,-0.1,-2,-16,10,0.2,-0.1,2
COc1ccccc1C1OC2=C(Nc3ccc([N+](=O)[O-])cc3N2)C1=O (centres undefined),11,0.1,2,nt,11,0.0,-0.2,-22
CN(C)C=NC(=O)c1[nH]c2ccc(Cl)cc2c1-c1ccccc1,-2,0.3,1,-13,-8,0.1,nt,-27
COc1ccccc1CC(=O)Nc1ccon1,1,-2.5,0,-6,-11,0.0,nt,12
COc1cccc(CNC(=O)C[C@@H]2CC[C@H]3[C@H](COc4ccc(NC(=O)c5cccs5)cc4C(=O)N3C)O2)c1,-1,-2.0,-1,0,6,0.4,-0.3,-10
Cc1ccc(S(=O)(=O)N[C@@H]2CC[C@@H](CCNC(=O)Nc3ccc(Cl)cc3)O[C@H]2CO)cc1,4,1.9,0,8,21,-0.2,-0.3,-26
CSCCC(NC(=O)c1ccco1)C(=O)Nc1ccc(C)c(S(=O)(=O)N2CCOCC2)c1 (centres undefined),16,-1.3,-8,nt,-22,0.0,0.5,4
CCCNC(=O)Nc1ccc2c(c1)OC[C@@H](C)N(Cc1ccc(-c3ccccn3)cc1)C[C@H](C)[C@H](OC)CN(C)C2=O,0,0.8,-1,1,1,0.1,0.1,-31
COc1ccc(CN(CC2CCCO2)C(=O)c2cc3sccc3n2C)c(OC)c1 (centres undefined),3,3.6,-1,nt,4,0.4,0.8,-6
Cc1cccc(OCCN2C(=O)C(=O)c3cc(C)ccc32)c1,-2,-3.7,8,2,-15,1.1,nt,-30
COc1cccc(C2/C(=C(/O)c3ccc4c(c3)CC(C)O4)C(=O)C(=O)N2CCCn2ccnc2)c1 (centres undefined),-7,2.1,-4,0,-13,0.1,nt,2
COc1ccc(-c2nc3c4ccccc4ccn3c2Cc2ccccc2C(F)(F)F)cc1OC,6,2.9,-4,-4,-15,nt,0.9,-8
C[C@H]1CN([C@@H](C)CO)C(=O)c2cc(NC(=O)CCN3CCOCC3)ccc2O[C@H]1CN(C)Cc1ccc(-c2ccccc2)cc1,-5,0.0,-1,-2,-11,-0.4,0.4,18
C[C@H](CO)N1C[C@H](C)[C@H](CN(C)C(=O)Nc2ccc(-c3ccccc3)cc2)OCc2ccccc2-c2ccccc2C1=O,-2,-4.1,-1,nt,12,0.2,0.1,1
# (listing goes on)
SMILES,DENV2 CPE rescue,CFTR F508del cor,Casp6 inh,RAD54 inh,RAD52 inh,XiGFP reactiv,E-sel inducer,GSIS activator
CCOC(=O)NC(=S)Nc1ccc(C(C)(C)C)cc1,?,-3.7,4,-2,-2,-0.1,nt,-5
CCCNC(=O)NC[C@@H]1CC[C@H]2[C@H](CN2C(=O)C2CCOCC2)O1,-7,-0.4,1,nt,0,nt,nt,nt
C[C@@H]1CN([C@H](C)CO)S(=O)(=O)c2ccc(-c3cccnc3)cc2O[C@@H]1CN(C)Cc1cncnc1,19,0.1,-3,-6,-1,-1.3,0.0,25
Oc1c(Cl)cc(Cl)cc1C1Nc2ccccc2-n2cccc21 (centres undefined),3,0.9,4,-1,-23,0.1,2.1,14
CCCCNC(=O)c1ccc(C)c(NC(=O)C2=C(C)OCCS2)c1,15,2.7,-1,-6,-7,0.0,0.3,4
Cc1ccc(S(=O)(=O)N(C)C[C@@H]2OCCCC[C@H](C)Oc3ccc(NS(=O)(=O)c4cn(C)cn4)cc3C(=O)N([C@H](C)CO)C[C@H]2C)cc1,8,2.0,0,-11,6,0.1,nt,5
COCCCNC(=O)Cn1cc2c(n1)CCCCC2,0,2.3,1,-10,-6,0.3,0.0,-4
CN(C)CC(=O)N1[C@H](CO)[C@H](c2ccccc2)C12CN(CCC(F)(F)F)C2,21*,-4.3,1,nt,0,0.0,0.1,-2
C[C@@H]1CN([C@H](C)CO)S(=O)(=O)c2ccc(/C=C/c3ccccc3)cc2O[C@H]1CN(C)C(=O)c1ccncc1,8,-0.3,-1,3,9,0.1,0.7,-28
O=C(COC(=O)c1cc(S(=O)(=O)N2CCOCC2)ccc1O)NCc1ccc2c(c1)OCO2,-12,-4.3,2,-29,-1,0.2,-0.1,7
Cc1[nH]c2c(Cl)cccc2c(=O)c1CN1CCCCCC1,-7,-1.4,-42,-16,-3,0.0,0.2,-2
CC(=O)Nc1ccc2c(c1)C(=O)N(C)[C@@H]1CC[C@H](CC(=O)NCc3ccccc3Cl)O[C@H]1CO2,-2,-2.3,-1,-5,10,0.3,-0.1,-6
C[C@@H]1CN([C@H](C)CO)S(=O)(=O)c2ccc(-c3ccc(C(=O)N(C)C)cc3)cc2O[C@@H]1CN(C)Cc1ccccc1C(=O)O,-12,-1.7,0,3,-7,-1.4,-0.1,6
CS(=O)(=O)c1nc(S(=O)(=O)c2ccc(Cl)cc2)c(NCCN2CCOCC2)s1,-5,-0.7,2,-10,-9,0.0,nt,11
COCCCC1CCN(C(=O)C2CCC(=O)N(C3CCCC3)C2)CC1 (centres undefined),14,-1.0,2,-6,-9,0.3,-4.0,-12
COCCn1c(=N)c(S(=O)(=O)c2ccc(Br)cc2)cc2c(=O)n3ccccc3nc21,1,5.2,0,-6,-99,0.0,-1.9,1
CCCCc1cc(=O)oc2cc(OCC(=O)N3C[C@H]4C[C@@H](C3)c3cccc(=O)n3C4)ccc12,-10,4.3,-2,-11,-13,nt,nt,2
COc1ccc2[nH]c(=O)c(CN(Cc3cccnc3)Cc3nnnn3CC3CCCO3)cc2c1 (centres undefined),3,-1.3,0,nt,-18,-0.2,nt,27
C[C@@H]1CN([C@@H](C)CO)C(=O)CCCn2nncc2CO[C@@H]1CN(C)C(=O)C1CCCCC1,?,0.1&-3.1,-1&3,-10&3,-26&6,-0.3,-1.4,3&-8
NNC(=O)c1ccc(COCC(F)(F)C(F)F)cc1,-3,1.1,3,nt,-19,0.0,-0.1,-21
OC(c1ccccc1)c1ccccc1CN1CCCNC1=S (centres undefined),2,-4.2,3,-1,2,0.0,-0.6,nt
COc1ccc2c3c(n(C)c2c1)[C@H](CO)N(C(=O)c1ccccn1)CC31CCN(C(C)=O)CC1,-1,-0.8,-1,nt,7,0.3,0.4,8
C[C@H]1CN([C@@H](C)CO)C(=O)c2cccc(NS(=O)(=O)c3ccc(F)cc3)c2O[C@@H]1CN(C)Cc1ccc(C(F)(F)F)cc1,12,-0.1,-1,-4,2,-0.3,0.3,-15
Cc1ccc(S(=O)(=O)Nc2ccccc2N2CCOCC2)cc1,3,1.8,6,-1,-9,0.0,-0.2,-40
CN1C(=O)c2ccccc2N(C)C1c1ccccc1Cl (centres undefined),-1,0.1,nt,nt,-16,0.2,1.0,14
# Next results.
SMILES,DENV2 CPE rescue,CFTR F508del cor,Casp6 inh,RAD54 inh,RAD52 inh,XiGFP reactiv,E-sel inducer,GSIS activator
CN(C)C(=O)c1cccc(-c2cnc3c(NC=O)cc(-c4ccccc4F)cn23)c1,3,0.3,7,4,-55,0.0,-0.3,-1
CCCCCc1c(-c2ccc(Cl)cc2)ncn1CCc1ccccc1OC,21*,0.4,-1,nt,2,0.1,0.1,-1
CO[C@@H]1CN(C)C(=O)c2cc(NC(=O)c3ccc(Oc4ccccc4)cc3)ccc2OC[C@H](C)NC[C@@H]1C,22*,-4.4,4,14,22,0.1,0.1,13
C[C@@H]1CN([C@H](C)CO)C(=O)c2cc(NC(=O)Nc3ccc4c(c3)OCO4)ccc2O[C@@H]1CN(C)C(=O)Nc1cccc2ccccc12,5,0.0,0,3,2,0.0,-0.6,-5
CC(C)(C)C(=O)NC1CCN(CC(=O)Nc2ccc3c(c2)OCO3)CC1,0,-1.1,-3,-9,-14,0.1,nt,2
O=C(N1CCOCC1)N1CCN(S(=O)(=O)c2ccc(Cl)cc2)C1,0,-2.4,33,-4,-2,0.0,0.0,-1
COCCNC(=O)CCc1nnc(C2(c3ccc(Cl)cc3)CCC2)o1,3,-2.8,1,nt,1,0.4,-0.2,3
CN1C(=O)c2cc(NC(=O)c3ccc(C(F)(F)F)cc3)ccc2OC[C@@H]2O[C@H](CC(=O)O)CC[C@@H]21,5,0.8,4,7,-3,0.0,0.1,7
O=C(CN1CCCC1)Nc1ccc(F)c(Cl)c1,-2,1.8,-4,2,-9,-0.1,-0.1,2
CC(C)(C)S(=O)N1Cc2cc(C(=O)O)nc(-c3cccc(-c4cccc(F)c4)c3)c2[C@H]1CCO (some centres undefined),19,nt,13,-11,-18,0.4,0.3,14
c1csc(-c2nc3ccccc3s2)c1,-8,-1.7,0,-7,-13,0.0,0.2,nt
CCOC(=O)c1cc(-c2csc(COc3ccc(Cl)cc3)n2)on1,0,-0.2,-1,nt,-9,0.0,?,8
CCCCCn1c(=O)c2ccccc2n2c(=S)[nH]nc12,2,-4.5,0,-3,-12,-0.1,0.0,1
CCOC(=O)C1CCCN(c2c(NCCN(C)Cc3ccccc3)c(=O)c2=O)C1 (centres undefined),19,-1.9,-5,5,-4,5.4,-1.4,3
O=C1OC(=O)c2c(Br)c(Br)c(Br)c(Br)c21,39*,0.6,8,-6,-14,nt,nt,16
